# Bioassay records as filed in PubChem BioAssay.
# L3MBTL1 inh: inhibitors of human L3MBTL1; actives 0.66% (n = 230,000); AID 485360; Potency, µM (top dose mostly 57.1 µM), without a hit: at the highest dose activity, negative = inhibition, hits mostly inhibitors; Q9Y468; AlphaScreen L3MBTL1–H3K9me1 peptide binding; active = well fitted inhibition curve with a large enough effect; also: nearly all actives have a fitted effect of over 60% in size
# Target sequence (Q9Y468 whole entry, looked up): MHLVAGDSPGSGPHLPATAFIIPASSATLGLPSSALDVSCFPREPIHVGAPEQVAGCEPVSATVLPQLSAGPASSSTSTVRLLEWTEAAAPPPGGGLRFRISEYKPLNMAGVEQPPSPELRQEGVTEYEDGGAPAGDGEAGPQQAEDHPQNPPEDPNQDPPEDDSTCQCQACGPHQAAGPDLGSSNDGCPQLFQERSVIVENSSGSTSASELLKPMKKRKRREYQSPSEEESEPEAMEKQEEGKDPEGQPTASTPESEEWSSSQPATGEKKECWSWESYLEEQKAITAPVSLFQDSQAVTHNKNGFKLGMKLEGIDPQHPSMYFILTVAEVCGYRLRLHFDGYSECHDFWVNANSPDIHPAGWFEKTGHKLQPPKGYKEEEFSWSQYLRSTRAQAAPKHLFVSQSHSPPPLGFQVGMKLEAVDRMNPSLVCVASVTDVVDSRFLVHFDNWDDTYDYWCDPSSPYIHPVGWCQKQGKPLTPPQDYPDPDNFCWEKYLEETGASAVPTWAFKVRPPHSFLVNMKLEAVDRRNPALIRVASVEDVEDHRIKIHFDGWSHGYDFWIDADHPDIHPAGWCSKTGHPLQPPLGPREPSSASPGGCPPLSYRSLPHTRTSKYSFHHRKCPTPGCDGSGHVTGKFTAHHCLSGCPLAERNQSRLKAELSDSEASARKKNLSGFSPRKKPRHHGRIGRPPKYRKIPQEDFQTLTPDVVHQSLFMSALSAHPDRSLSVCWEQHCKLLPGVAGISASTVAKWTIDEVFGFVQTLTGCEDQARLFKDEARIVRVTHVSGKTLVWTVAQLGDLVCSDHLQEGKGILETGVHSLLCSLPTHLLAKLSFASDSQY
#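 AlphaScreen proximity signal between nickel-chelate acceptor and streptavidin donor beads (final 10 ug/mL) reports binding of 50 nM L3MBTL1 to 75 nM biotin-H3 K9me1 peptide; complex incubated with compounds 30 min at room temperature; cefsulodin titration as control.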
# * hit, by the source's call; [ ] = dose if it differs, or a comment. % is scaled to controls: 0 for no effect and ±100 for the full control effect; potency is read from the fitted curve at half-maximal effect. The list is partial (hit frequency here may not be typical).
L3MBTL1 inh,SMILES
-5%,COc1cc(CN(CCN(C)C)Cc2ccccc2)ccc1OCc1ccccc1
-1%,COC(=O)[C@@]12CCCCN1[C@H](c1ccc(-c3ccccc3)cc1)[C@@H]1C(=O)N(C)C(=O)[C@@H]12
7%,O=C(NCC1CCCN1S(=O)(=O)c1ccccc1)C(=O)NC1CC1 (stereo unspecified)
-5%,O=C(C[n+]1ccccc1)N/N=C/c1ccccc1Cl
9%,NC(=O)OCC(O)COc1ccc(Cl)cc1 (stereo unspecified)
-3%,COc1ccc(-c2n[nH]c(=S)n2-c2ccccc2C)cc1OC
-9%,COc1ccc(NC(=O)c2ccc(OCC3CCCO3)cc2)cc1OC (stereo unspecified)
-2%,C[C@@H]1CCC(=O)N(CC[C@H](Oc2ccccc2)c2ccccc2)CC1
0%,O=C(C1CC(=O)N(c2ccc3c(c2)OCCO3)C1)N1CCN(Cc2ccccc2F)CC1 (stereo unspecified)
6%,COc1cc(C(=O)NNC(=O)CSc2nnc3ccccn23)cc(OC)c1OC
-1%,CC1Sc2ccc(C(=O)NCc3ccccc3Cl)cc2NC1=O (stereo unspecified)
5%,COc1cccc(OC)c1C(=O)Nc1cccc(-c2ccc(N3CCOCC3)nn2)c1
11%,Cc1c(C)n2c(SCC(=O)Nc3cccc4ccccc34)nnc2[nH]c1=O
-3%,O=C(NCCc1ccccn1)c1c(-c2ccccc2)sc2ccccc12
-7%,Cc1cccc(NC(=O)CSCC(=O)Nc2cc(S(=O)(=O)N3CCOCC3)ccc2OC(C)C)c1
3%,Cc1ccc(S(=O)(=O)N2CCOCC2)cc1NC(=O)CSc1ccc(Cl)cc1
6%,CCCCn1c(N)c(N(CC(C)C)C(=O)COC(=O)Cc2cccc(OC)c2)c(=O)[nH]c1=O
14%,COC(=O)[C@]1(C)N[C@H](CN(C)C(=O)c2ccc(C)cc2)[C@@H]2C(=O)N(C)C(=O)[C@@H]21
-12%,O=C(COC(=O)Cc1ccccc1F)Nc1ccccc1[N+](=O)[O-]
6%,Cc1cccc(OCCCC(=O)NNC(=O)c2ccncc2)c1
-9%,O=C(COc1coc(CN2CCc3ccccc32)cc1=O)NCCc1ccccc1
-4%,NC(=O)c1nc[nH]c1C(=O)Nc1cccc(NC(=O)c2cccc(C(F)(F)F)c2)c1
-2%,Cc1cc(NC(=O)CSc2nc3c(cnn3-c3cccc(Cl)c3)c(=O)[nH]2)no1
4%,CC(=O)c1sc(NC(=O)C2CCCN2S(=O)(=O)c2ccccc2F)nc1C (stereo unspecified)
11%,CN(C)C(=O)CCc1ccc2c3c([nH]c2c1)[C@]1(CCc2ccccc2)[C@@H](C(=O)N2CCCCC2)C[C@H](CC(=O)NC(C)(C)C)C(=O)N1CC3

# Next part; it opens with the two that closed the last part.
L3MBTL1 inh,SMILES
4%,CC(=O)c1sc(NC(=O)C2CCCN2S(=O)(=O)c2ccccc2F)nc1C (stereo unspecified)
11%,CN(C)C(=O)CCc1ccc2c3c([nH]c2c1)[C@]1(CCc2ccccc2)[C@@H](C(=O)N2CCCCC2)C[C@H](CC(=O)NC(C)(C)C)C(=O)N1CC3
2%,CC(C)[C@H](NS(=O)(=O)c1ccccc1)C(=O)OCC(=O)NC(=O)NC1CCCCC1
-7%,CC(C)(C)OC(=O)N1CCC[C@H]1C(=O)OCC(=O)Nc1cc(S(C)(=O)=O)ccc1Cl
17%,O=C(COC(=O)CSc1ccc(F)cc1)NCCCc1ccccc1
-2%,Cc1ccccc1NC(=O)c1ccc2c(c1)N(C)CCS2
5%,Cc1ccc(S(=O)(=O)N2[C@@H](c3ccc(Cl)cc3)C(C(=O)O)=CC[C@H]2c2ccc3c(c2)OCO3)cc1
-4%,C[C@]12c3[nH]c4ccccc4c3CCN1C(=O)C(CC(=O)NCCC1=CCCCC1)C[C@@H]2C(=O)N1CCCCC1 (stereo partly specified)
14%,COc1ccc(C(=O)CC(CC(=O)c2ccc(OC)cc2)C(=O)O)cc1
-5%,Cc1ccc(OCCC(=O)Nc2ccc3c(c2)OCO3)cc1
45%[activator],COc1ccc(C2CC(c3ccncc3)=NN2c2ccc(S(N)(=O)=O)cc2)cc1 (stereo unspecified)
4%,CC(=O)c1cccc(OCC(=O)NC2CCCCCC2)c1
-9%,CC(=O)Nc1cccc(NC(=O)C(=O)NCC(c2ccco2)N2CCc3ccccc3C2)c1 (stereo unspecified)
-1%,COc1ccc(CN(C)CC(=O)Nc2cccc(S(=O)(=O)N3CCCC3)c2)cc1F
0%,COc1ccc(S(=O)(=O)N(C)C2(C)CCS(=O)(=O)C2)cc1OC (stereo unspecified)
3%,CC(CNC(=O)Cn1ccc(NC(=O)OCc2ccccc2)nc1=O)c1ccccc1 (stereo unspecified)
-3%,CCN(CC(=O)NCc1ccc(Cl)cc1)C(=O)c1cc(S(=O)(=O)N2CCOCC2)ccc1C
5%,Cc1cccc(C(=O)NCC(=O)NCC(c2ccco2)N2CCCCC2)c1 (stereo unspecified)
-4%,C[C@H](CO)N1C[C@H](C)[C@H](CN(C)C(=O)Nc2ccc(F)cc2)Oc2ccc(NC(=O)NC3CCCCC3)cc2CC1=O
-13%,CCOc1ccc(NC(=O)CN(C)C(=O)c2ccc(-c3ccc(C(C)=O)cc3)o2)cc1OCC
10%,Cn1c(CC(=O)NNC(=O)c2ccc(F)cc2Cl)nc2ccccc21
8%,Cc1ccc(OCCC(=O)OCC(=O)NC(=O)NC2CCCC2)cc1
-7%,Cc1ccc(S(=O)(=O)/N=C2/NC(=O)/C(=C\c3ccccc3)S2)cc1
-6%,CCCC(C(=O)NNC(=O)c1cc(C)oc1C)c1ccccc1 (stereo unspecified)
12%,Cc1nn(CC(=O)OCC(=O)c2ccc(OC(F)F)cc2)c(C)c1[N+](=O)[O-]
-24%,CCOC(=O)C1=C(C)N(C[C@@H]2CC[C@@H](Cc3ccc(-c4ccccc4)cc3)O2)C(=O)NC1c1cccc([N+](=O)[O-])c1 (stereo partly specified)
-1%,C[C@H]1COC(=O)[C@@H](Cc2ccc(F)cc2)CC/C=C\C[C@H](CC(=O)NCCO)C(=O)N1
0%,CC(=O)Nc1ccc(SCC(=O)Nc2ccccc2N2CCOCC2)cc1
2%,N#Cc1ccccc1S(=O)(=O)N1CCN(C(=O)Cc2n[nH]c(=O)c3ccccc23)CC1
2%,CC(NC(=O)COC(=O)c1ccc2c(c1)OCCO2)c1ccccc1 (stereo unspecified)
2%,Cc1ccc(C)c(NC(=O)C(OC(=O)c2ccc(CO)cc2)c2ccccc2)c1 (stereo unspecified)
14%,COc1ccc(-c2nnc(SCC(=O)Nc3c(Cl)cc(Cl)cc3C(=O)O)o2)cc1
-4%,CCN(CC)S(=O)(=O)c1ccc(C)c(NC(=O)COC(=O)CCC(=O)c2cccs2)c1
0%,CCOc1ncccc1C(=O)OCC(=O)N1c2ccccc2CC1C (stereo unspecified)
-7%,COc1ccc2c3n(nc2c1)CCN=C3c1ccc(C)cc1
1%,Nc1ncnc2c1ncn2[C@@H]1O[C@H](CNCc2ccc(OCC(=O)Nc3nccs3)cc2)[C@@H](O)[C@H]1O
-11%,Cc1ccc(NC(=O)CCNS(=O)(=O)c2ccccc2F)cc1S(=O)(=O)N1CCOCC1
-11%,CCc1ccc(Nc2n[n+](-c3ccccc3)c(-c3cccc(C)c3)s2)cc1
-3%,CC[C@]12c3[nH]c4ccccc4c3CCN1C(=O)C(CC(=O)NCCCOC)C[C@@H]2C(=O)N1CCN(C(=O)c2ccco2)CC1 (stereo partly specified)
1%,COc1ccccc1C(=O)NC(CCSC)C(=O)NCc1ccncc1 (stereo unspecified)
-5%,Cc1ccc(NC(=O)CSCC(=O)N(C)CC(=O)Nc2cccc(F)c2)cc1
13%,CC(C)(C)NCC(O)COc1ccccc1C1CCCC1 (stereo unspecified)
-2%,Cc1cc(C(=O)OC(C)C(=O)Nc2cccc(Cl)c2)on1 (stereo unspecified)
-1%,CN(C1CCCCC1)S(=O)(=O)c1cn(C)c(=O)n(C)c1=O
-9%,NC(=O)c1ccsc1NC(=O)COC(=O)c1ccc(Cl)nc1
0%,Cc1ccc(C(=O)CCC(=O)NCc2ccc(Cl)cc2)cc1
8%,CCCCOc1ccc(C(=O)OCC(=O)c2c(N)n(C)c(=O)n(C)c2=O)cc1
6%,COCCn1c(SCC(=O)c2c(N)n(C3CC3)c(=O)[nH]c2=O)nnc1-c1ccc(Cl)cc1
0%,CC(C)N1CCN(CCCc2ccccc2)CC1CCO (stereo unspecified)
5%,Cc1ccc(NC(=O)C2CCC2)cc1S(=O)(=O)N1CCCCCC1
5%,N#Cc1ccc(OCC(=O)NC(=O)NC2CCS(=O)(=O)C2)cc1 (stereo unspecified)
-9%,CC(=O)N/C(=C\c1ccccc1)C(=O)OCC(=O)c1ccccc1

# In another format: results already given.
Molecule	L3MBTL1 inh
COc1ccccc1C(=O)NC(CCSC)C(=O)NCc1ccncc1 (stereo unspecified)	1%
Cc1ccc(NC(=O)CSCC(=O)N(C)CC(=O)Nc2cccc(F)c2)cc1	-5%
CC(C)(C)NCC(O)COc1ccccc1C1CCCC1 (stereo unspecified)	13%
Cc1cc(C(=O)OC(C)C(=O)Nc2cccc(Cl)c2)on1 (stereo unspecified)	-2%

# Next entries follow:
L3MBTL1 inh,SMILES
6%,O=C(CCNC(=O)c1ccco1)NC(Cc1c[nH]c2ccccc12)C(=O)O (stereo unspecified)
-10%,CCOC(=O)C1CCCN(C(=O)c2cn(-c3ccccc3)nc2-c2cccnc2)C1 (stereo unspecified)
1%,CN(C(=O)Cc1csc(-c2ccccc2)n1)c1c(N)n(Cc2ccccc2)c(=O)[nH]c1=O
7%,COc1ccc(NC(=O)COC(=O)C23CC4CC(CC(NC(C)=O)(C4)C2)C3)cc1S(=O)(=O)N1CCOCC1
1%,COc1ccccc1NS(=O)(=O)c1ccc(C(=O)N2CCCCCC2)cc1
-5%,CC[C@]12c3[nH]c4ccc(Cl)cc4c3CCN1C(=O)[C@@H](CC(=O)NCCCOC)C[C@@H]2C(=O)N1CCN(C(=O)C2CC2)CC1
22%,O=C(COc1ccccc1Br)c1ccc2c(c1)OCO2
-7%,C[C@H](CO)N1C[C@H](C)[C@@H](CN(C)S(=O)(=O)c2ccc(F)cc2)Oc2ccc(NC(=O)Nc3ccccc3)cc2C1=O
-11%,CCN1CCN(c2ccc(S(=O)(=O)N3CCCCC3)cc2NC(=O)COc2ccccc2)CC1
-14%,CS(=O)(=O)c1cccc(C(=O)Nc2ccc(S(=O)(=O)N3CCCCC3)cc2)c1
4%,CC(C)(C)[C@H]1COC(=O)[C@H](NC(=O)OCC2c3ccccc3-c3ccccc32)C/C=C\C[C@@H](CC(=O)N[C@@H](CO)Cc2ccccc2)C(=O)N1
-6%,CCCCn1c(N)c(N(Cc2ccccc2OC)C(=O)CN2C(=O)NC3(CCCC3)C2=O)c(=O)[nH]c1=O
5%,O=C(COC(=O)/C=C/c1ccccc1)NCCNC(=O)COC(=O)/C=C/c1ccccc1
-3%,CCCCC(CC)C(=O)Nc1cc(C(=O)NCCC)ccc1N1CCC2(CC1)CC(c1cccc(Br)c1)=NO2 (stereo unspecified)
-2%,CCOC(=O)[C@H]1[C@H]2COc3cc(OC)ccc3[C@@H]2N2C(=O)CN(Cc3ccc(C)cc3)C(=O)[C@@]12C
-1%,CC1Nc2ncnc(N3CCOCC3)c2N(Cc2ccc(Cl)cc2)C1=O (stereo unspecified)
7%,CC(=O)N1CCN(S(=O)(=O)c2cccc(C(=O)NNC(=O)COc3ccc(Cl)cc3C)c2)CC1
-13%,O=[N+]([O-])c1ccc(N2CCN(Cc3ccc4c(c3)OCO4)CC2)nc1
-4%,Cc1ccc(CSCC(=O)N(C)CC(=O)Nc2c(Cl)cccc2Cl)cc1
0%,CC(OC(=O)C1CCN(S(=O)(=O)c2ccc(F)cc2)CC1)C(=O)NC1CCCCC1C (stereo unspecified)
-2%,O=C(CSc1nnnn1C1CC1)N1CCN(c2ccc(O)cc2)CC1
-13%,CN(C)C(CNC(=O)CCc1nc2sc3c(c2c(=O)[nH]1)CCCC3)c1ccccc1 (stereo unspecified)
-13%,Cc1ccc(OCC(=O)Nc2cc(S(=O)(=O)N3CCOCC3)ccc2N2CCCC2)cc1
-10%,COc1ccc(C2CC(C(C)(C)C)=NN2c2ccc(S(N)(=O)=O)cc2)cc1 (stereo unspecified)
-3%,COc1ccc([C@@H]2CC(=O)c3c(O)cc(O[C@@H]4OC(CO[C@@H]5OC(C)[C@H](O)[C@@H](O)[C@H]5O)[C@@H](O)[C@H](O)[C@H]4O)cc3O2)cc1O (stereo partly specified)

# Taken from above.
# C[C@H](CO)N1C[C@H](C)[C@@H](CN(C)S(=O)(=O)c2ccc(F)cc2)Oc2ccc(NC(=O)Nc3ccccc3)cc2C1=O | L3MBTL1 inh: -7%
# CCOC(=O)C1CCCN(C(=O)c2cn(-c3ccccc3)nc2-c2cccnc2)C1 (stereo unspecified) | L3MBTL1 inh: -10%

# Further records follow:
L3MBTL1 inh,SMILES
7%,CCOc1ncccc1C(=O)Nc1cccc(S(=O)(=O)N2CCCCC2)c1
1%,CCOc1ccc(S(=O)(=O)NCC(=O)NC2CCCCC2)cc1
0%,COc1ccccc1N(C)S(=O)(=O)c1ccc(C(=O)N(C)Cc2ccc(Cl)s2)cc1
7%,CCOC(=O)C(Cc1ccccc1)C(=O)c1ccco1 (stereo unspecified)
-2%,CCOC(=O)Cc1csc(NC(=O)c2ccc(C)c(S(=O)(=O)N3CCOCC3)c2)n1
-17%,CCSc1ccc([C@@H]2[C@@H]3C(=O)N(CC)C(=O)[C@@H]3[C@]3(C(=O)OC)CCCCN23)cc1OC
-3%,CN(C(=O)CSc1n[nH]c(=O)[nH]c1=O)c1ccccc1

# Part of the list above, with bars between the fields.
molecule | L3MBTL1 inh
CCOC(=O)Cc1csc(NC(=O)c2ccc(C)c(S(=O)(=O)N3CCOCC3)c2)n1 | -2%
CCSc1ccc([C@@H]2[C@@H]3C(=O)N(CC)C(=O)[C@@H]3[C@]3(C(=O)OC)CCCCN23)cc1OC | -17%
